# Compound activity (PubChem BioAssay)
# CBFb-RUNX1 inh: blocks binding between human CBF-beta and RUNX1. Q01196+Q13951. AlphaScreen CBFb-His/RUNX1-biotin binding, biochemical. Potency, µM (titrated, usually from 59.8 µM), for inactives: top-dose activity, negative = inhibition, actives largely listed as inhibitors. 230,000 tested, under 10 active. AID 1477; further: % of control where 0% means no effect
# Target sequence (Q01196 whole entry, looked up): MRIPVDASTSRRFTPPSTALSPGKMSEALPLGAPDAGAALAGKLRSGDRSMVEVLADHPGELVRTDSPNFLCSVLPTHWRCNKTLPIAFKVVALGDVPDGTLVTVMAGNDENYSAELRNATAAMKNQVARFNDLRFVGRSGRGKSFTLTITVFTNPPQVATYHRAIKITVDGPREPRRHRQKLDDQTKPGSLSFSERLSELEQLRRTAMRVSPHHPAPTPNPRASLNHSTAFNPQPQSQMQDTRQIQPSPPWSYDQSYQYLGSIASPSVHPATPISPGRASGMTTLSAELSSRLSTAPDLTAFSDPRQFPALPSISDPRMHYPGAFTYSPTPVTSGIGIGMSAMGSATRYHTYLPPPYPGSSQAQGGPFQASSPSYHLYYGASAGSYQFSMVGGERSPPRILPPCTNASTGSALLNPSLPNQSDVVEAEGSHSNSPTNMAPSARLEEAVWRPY
# Target sequence (Q13951 whole entry, looked up): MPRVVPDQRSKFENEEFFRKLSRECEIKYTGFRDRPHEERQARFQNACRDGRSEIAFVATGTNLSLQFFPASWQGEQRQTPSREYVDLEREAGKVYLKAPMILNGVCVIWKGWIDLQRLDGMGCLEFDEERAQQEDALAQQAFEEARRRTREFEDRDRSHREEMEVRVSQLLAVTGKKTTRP
#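 Bead-based AlphaScreen assay; binding partners His-tagged CBF-beta and biotinylated RUNX1 at 30 nM each. Compound exposure 15 min after a 20-min protein preincubation; bead step 90 min; all steps at room temperature.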
# Luc counter: counter-screen: inhibitors of Kinase-Glo firefly luciferase. AID 1379. hit rate 0.28% among 200,000. Kinase-Glo luciferase, ATP luminescence, 8 min. Potency, µM (top dose mostly 38.3 µM), without a hit: top-dose activity change, negative = inhibition, usual class: inhibitors; further: potency means the concentration at half of the fitted maximal effect; on the % scale 0 is the no-effect control and ±100 the full control effect; nearly all actives have a fitted effect of over 60% in size
#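 Inhibition of Kinase-Glo luciferase light generation was assessed at 10 uM ATP in pH 7.2 imidazole buffer, with luminescence measured after eight minutes at ambient temperature.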
# LMNA splice mod: LMNA splicing modulation | HeLa LMNA splicing GFP/RFP minigene ratio, 48 h | Potency, µM (series often up to 46.1 µM), for inactives: at the top dose ratio change, negative = inhibition, most hits filed as inhibitors | hit rate 0.01% among 200,000 | AID 1487; active means well fitted inhibition curve with a large enough effect in the signal ratio, with a control signal flat, not every such curve was filed as active; inconclusive means small, poorly fitted or top-dose-only effect, or effect the other way, or a change in a side signal; the % refers to the signal ratio; further: potency means the concentration at half of the fitted maximal effect; on the % scale 0 is the no-effect control and ±100 the full control effect
#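 S3 HeLa stable clones carrying a lamin A-EGFP splicing minigene plus DsRed2 were seeded at 600 cells/well in Opti-MEM with 2% FBS, pin-dosed and incubated 48 h at 37°C. Acumen cytometry (488 nm) gave the GFP/RFP total-intensity ratio.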
# HttQ103 aggreg: inhibitors of mutant huntingtin aggregate formation in PC12 cells | PC12 HttQ103-GFP aggregates, Acumen cytometry, 40 h | Potency, µM (titrated, usually from 46.1 µM), without a hit: at the highest dose activity change, negative = inhibition, usual class: inhibitors | hit rate 1.1% among 220,000 | AID 1688; further: potency means the concentration at half of the fitted maximal effect; on the % scale 0 is the no-effect control and ±100 the full control effect; nearly all actives have a fitted effect of over 60% in size
#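 Huntingtin Q103 exon 1–GFP aggregates in induced PC12 cells (100 nM tebufenozide) were quantified by cytometry from lysates, with compounds dosed in titration.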
# HTT cytoprotect: cytoprotection in Huntington HTT-Q103 PC12 cell model; PC12 HTT-Q103 induced, cytoprotection, ATP luminescence, 40 h; Potency, µM (series often up to 56.4 µM), inactives show cytoprotection (ATP increase), most hits filed as activators; hit rate 0.14% among 230,000; AID 1471;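 further: potency means the concentration at half of the fitted maximal effect; % of control where 0% means no effect; nearly all actives have a fitted effect of over 45% in size; toxic huntingtin expression switched on by the ecdysone agonist tebufenozide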
#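 Rat PC12, Q103 Htt exon1-GFP fusion, ecdysone promoter; tebufenozide inducer 100 nM final; compound titration; qHTS, 1500 cells/well; ATPlite luminescent read.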
# IMPase Li cell: cell-permeable IMPase inhibitors with lithium potentiation | AID 1457 | Potency, µM (top dose mostly 59.4 µM), inactives show at the highest dose activity, negative = IMPase inhibition, actives largely listed as inhibitors | CHO-M1 cells, IP1 TR-FRET (IP-One), carbachol + lithium | hit rate 0.35% among 210,000;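 further: IP1 builds up when IMPase is blocked and the TR-FRET signal falls; potency means the concentration at half of the fitted maximal effect; plate controls were basal vehicle for no effect and high inhibitor control for full effect; nearly all actives have a fitted effect of over 50% in size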
#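 Steps: plate 2000 CHO-M1 cells per well and culture 16–30 h; add compound and lithium; incubate 30 min, 37C; add d2-IP1 tracer and Eu cryptate anti-IP1 antibody in lysis buffer; read after 10 min at room temperature.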
# SMN2 splice enh: SMN2 splice variant enhancement. HEK293 SMN2-luciferase splicing reporter, luminescence, 30-36 h. Potency, µM (series often up to 46.1 µM), for inactives: top-dose activity change, positive = activation, actives largely listed as activators. hit rate 2.8% among 210,000; further: potency means the concentration at half of the fitted maximal effect; % of control where 0% means no effect; nearly all actives have a fitted effect of over 55% in size
#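 HEK293 cells carry an SMN2 […]–luciferase reporter in which exon 7 inclusion puts luciferase in frame. Cells were plated 10-12 h before compound addition, then incubated 30-36 h at 37C. ONE-Glo luminescence was read; sodium butyrate at 4.5 mM final served as control.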
# Active calls of the source: *; ? = inconclusive; . = no result given; [ ] = another dose, or the depositor's remark. Unless noted, the call rests on the fitted dose curve; in most records, active means well fitted curve in the direction sought with a large enough effect; inconclusive means small, poorly fitted or top-dose-only effect, or another doubt; inactive means no such curve, though single readings can be large; an effect the other way counts as inactive or inconclusive.
SMILES,CBFb-RUNX1 inh,Luc counter,LMNA splice mod,HttQ103 aggreg,HTT cytoprotect,IMPase Li cell,SMN2 splice enh
CCC/C=C(\CCC)C(NS(=O)(=O)c1ccc(Cl)cc1)c1ccc(C(=O)OC)cc1 (centres undefined),-1%,-2%,.,.,2%,5%,-13%
CC1CCCN(S(=O)(=O)c2ccc(Br)s2)C1 (centres undefined),19%,2%,?,-12%,.,-4%,-17%
O=C(COC(=O)Cc1ccc(S(=O)(=O)N2CCCCC2)s1)Nc1ccc2c(c1)OCO2,-21%,3%,-2%,19%,0%[10 µM],9%[38.3 µM],-12%
CCOC(=O)c1nnc(-c2ccc(C)cc2)nc1Oc1ccccc1Cl,6%,2%,-21%,22µM*,.,2%[38.3 µM],0%
C=CCc1cccc(/C=N/NC(=O)c2ccccc2Br)c1O,-6%,.,.,?,-164%[inhibitor],5%,.
O=S(=O)(Cc1ccccc1)N1CCCCCC1,13%,2%,1%,14%,13%[10 µM],2%,-11%
CCCC(=O)Nc1sc2c(c1C(=O)Nc1ccccn1)CCCC2,6%,0%,?,-2%[9.22 µM],-4%[10 µM],21%,.
Cc1ccc(-c2cnc(-c3ccncc3)o2)cc1,-10%,-2%,3%,-26%,-52%[inhibitor],11%[38.3 µM],22µM*
COc1ccc(N2CCN(C(=S)NCc3ccc(C)cc3)CC2)cc1,16%,0%,8%[46 µM],5%,.,4%,11%
CCNc1ncc2nc(-c3ccc(Cl)cc3)c(=O)n(Cc3cccs3)c2n1,.,.,?,.,-83%[inhibitor],-11%,.
COc1ccc(NC(=O)c2ccc3c(c2)NC(=O)CS3)cc1S(=O)(=O)Nc1ccc(Br)cc1,-18%,5%,?,18µM*,-132%[inhibitor],-5%,-14%
O=C(CCc1ccc(S(=O)(=O)N2CCOCC2)cc1)Nc1ccc2c(c1)OCCO2,-2%,.,.,-31%[9.22 µM],-11%[10 µM],.,.
O=C1CCCC(O)=C1N=Nc1cccc(S(=O)(=O)N2CCOCC2)c1,-3%,.,.,-9%[9.22 µM],-7%[10 µM],.,.
CC(C)=CC(=O)NCCc1ccccc1,2%,?,4%,-6%,-34%,-8%[38.3 µM],13µM*
CCNc1ncc2nc(CCc3ccccc3)c(=O)n(-c3ccccc3)c2n1,.,-4%,.,.,-23%,-5%,-28%
COC(=O)C(Cc1ccccc1)NC(=O)CSc1nc(C)cc(=O)[nH]1 (centres undefined),-5%,2%,-2%,22%,-14%,-9%[38.3 µM],-8%
COc1ccc2[nH]c3c(=O)n(CCc4ccccc4)cnc3c2c1,2%,.,.,0%[9.22 µM],13%[10 µM],.,.
COc1cc(O)oc1C=Nc1ccc(C(F)(F)F)cc1,-1%,-1%,?,-3%,12%,-4%[38.3 µM],-13%
Cc1c(N2C(=O)/C(=C3/C(=O)N(C)c4ccccc43)SC2=S)c(=O)n(-c2ccccc2)n1C,-5%,-6%,1%,-1%,-43%[inhibitor],15%[38.3 µM],-8%
Cc1ccc2c(c1)NCC(C(=O)NC1CCC(C)CC1)O2 (centres undefined),2%[2.36 µM],1%,11%,-1%,10%,1%,?
CN(NC(=O)c1ccccc1)c1nc2ccccc2nc1C(F)(F)F,8%,1%,?,-20%,-8%[10 µM],15%[38.3 µM],-4%
CCOc1ccc(NC(=O)CN(c2ccc([N+](=O)[O-])cc2)S(=O)(=O)c2ccccc2)cc1,-2%,0%,-17%,-1%,7%[10 µM],5%,-13%
CC(C)(C)c1nnc(NC(=S)Nc2ccccc2)s1,-5%,4%,?,32%[9.22 µM],14%[10 µM],1%,13µM*
O=C(c1ccccc1F)N1CCC(O)(c2cccnc2)CC1,1%,-2%,-3%,-14%,-26%[10 µM],25%[38.3 µM],41%
O=c1nc(N2CCOCC2)ccn1-c1nc(-c2ccccc2)sc1-c1ccccc1,14%,.,.,-9%[9.22 µM],17%[10 µM],.,.
# Next section
SMILES,CBFb-RUNX1 inh,Luc counter,LMNA splice mod,HttQ103 aggreg,HTT cytoprotect,IMPase Li cell,SMN2 splice enh
CCOC(=O)c1sc2nc(N3CCCC3)c3c(c2c1N)CC(C)(C)OC3,-3%,3%,9%,?,-28%,-11%[38.3 µM],-3%
COCCNc1nc(C)nc2c1nc(-c1ccccc1)n2CCCN1CCCCC1C (centres undefined),9%,-1%,.,.,7%,8%,-5%
Cc1cc(C)n2nc(SCC(=O)c3cc(C)n(-c4cc(C)on4)c3C)nc2n1,-4%,.,?,11%,-6%,.,.
CCn1ccc(C(=O)NC2=C(C#N)CCC2)n1,0%,-3%,-6%,10%,8%,-19%[38.3 µM],-15%
O=C(/C(C=Nc1cc2c(oc1=O)CCCC2=O)=C(\O)c1ccccc1)c1ccccc1,1%,1%,4%[46 µM],-16%[9.22 µM],-39%[inhibitor],3%,-4%
COc1cc(Cl)c(C)cc1NC(=O)Cn1c(NCCO)nc2ccccc21,6%,.,.,4%[9.22 µM],9%[10 µM],.,.
O=C(/C=C/c1ccc(Br)cc1)Nc1ccc(S(=O)(=O)Nc2ncccn2)cc1,-7%,0%,.,-1%[9.22 µM],-7%[10 µM],2%,-2%
COC(=O)c1ccc(CSc2nnc(CNC(=O)COc3ccc(Cl)cc3)o2)o1,5%,19%,-2%,-3%,15%,30%[38.3 µM],-9%
O=C(NCCCN1CCOCC1)c1cc(-c2ccc(O)cc2)on1,8%,1%,-17%,-7%,16%[10 µM],27%[38.3 µM],-2%
O=C(NCc1ccco1)c1cnn2c(C(F)(F)F)cc(-c3ccco3)nc12,-5%,2%,-10%,13%[9.22 µM],-28%,23%[38.3 µM],-1%
COC(=O)CC/C(C)=N\Nc1ccc([N+](=O)[O-])cc1[N+](=O)[O-],-8%,4%,11%,-1%,-18%,0%[38.3 µM],-22%
CC(CN1CCCCC1)OC(=O)C(C)(c1ccccc1)c1ccccc1 (centres undefined),5%,-3%,5%,-6%,8%,43%[activator][38.3 µM],4%
C[n+]1ccc(/C=C/c2ccccc2O)c2ccccc21,-4%,9%,7%[46 µM],?,-29%,41%[activator],-38%[inhibitor]
O=S(=O)(Nc1cccc2ncccc12)c1cccs1,-2%,2%,?,13µM*,20%[10 µM],14%,-1%
Cn1c(CCCOc2ccc(Cl)cc2Cl)nnc1SCC(=O)Nc1cccc(F)c1,0%,0%,-9%,3%,0%[10 µM],18%,-6%
O=C(Cn1ccsc1=NC(=O)c1ccco1)c1ccccc1,6%,-2%,?,15%,-10%[10 µM],-9%[38.3 µM],-34%
COc1cccc(OC)c1OCCN(C)C,-4%,18%,13%,8%,6%,16%[38.3 µM],-1%
CCc1ccc2[nH]c(=O)c(CN(CCN(C)C)C(=O)Nc3ccccc3OC)cc2c1,0%,-1%,-1%,-5%,-29%,-7%[38.3 µM],0%
COc1ccc(Oc2ncc3nc(C)c(=O)n(C4CC4)c3n2)cc1,.,1%,.,.,-3%,8%,-2%
COc1ccccc1-c1nc(COc2ccc(Cl)cc2Cl)no1,?,.,.,-15%[9.22 µM],-5%[10 µM],.,.
CCN(CC)S(=O)(=O)c1cccc(NC(=O)COC(=O)/C=C/c2cccs2)c1,-2%,.,.,-1%[9.22 µM],8%[10 µM],.,.
CC1(C)O[C@@H]2C[C@H]3[C@H]4C[C@H](F)C5=CC(=O)CC[C@]5(C)[C@@H]4[C@H](O)C[C@]3(C)[C@]2(C(=O)CO)O1,2%[21.7 µM],-1%[17.1 µM],2%,-2%[20.6 µM],2%[40.3 µM],3%,-2%[20.6 µM]
Cc1cc(=O)[nH]c(NCCO)n1,7%,-3%,?,-6%,24%[10 µM],-3%,5%
NC(=O)[C@@H]1CCNc2c(I)cc([N+](=O)[O-])cc2C(=O)N[C@@H](CO)C(=O)N[C@@H](Cc2ccc(O)cc2)C(=O)N1,0%[2.36 µM],-3%,3%,6%,.,-2%,-5%
CCNC(=S)NNC(=O)c1c(Cl)c(C)nn1C,1%,0%,1%,25%,.,3%,11%
# (continued)
SMILES,CBFb-RUNX1 inh,Luc counter,LMNA splice mod,HttQ103 aggreg,HTT cytoprotect,IMPase Li cell,SMN2 splice enh
CC1CCCCC1NC(=O)/C(C#N)=C/c1ccc(F)c(F)c1 (centres undefined),11%,-2%,?,-5%,-6%[10 µM],11%,-4%
O=C(CN1C(=O)CCC1=O)Nc1ccc(Cc2ccc(NC(=O)CN3C(=O)CCC3=O)cc2)cc1,18%,3%,.,-4%,22%,-14%,-1%
NNC(=S)Nc1ccc(S(=O)(=O)N2CCCCC2)cc1,4%,.,.,-15%[9.22 µM],-2%[10 µM],.,.
CN(CCc1cnn(C)c1)Cc1nc(Cc2ccccc2)no1,-2%,.,.,13%,-8%,.,.
O=C(Oc1cccc2c(O)cccc12)c1ccccc1,-8%,1%,-4%,16%,-2%[10 µM],11%[38.3 µM],?
OCC1(CCOc2ccccc2)CCN(CCCn2cccn2)CC1,-2%,2%,7%[46 µM],-13%,-41%[inhibitor],6%,.
O=C(NC1CCCCC1)N1CCc2ccccc2C1,1%,0%,3%[46 µM],5%[9.22 µM],3%[10 µM],8%,.
Cc1ccc(SCC2(O)CCN(C(=O)c3ccc(Cl)cc3)CC2)cc1,-1%,-1%,-7%,-13%,-15%,-1%[38.3 µM],-10%
Cn1c(COc2ccccc2)nnc1SCc1cc(=O)[nH]c2ccccc12,17%,-2%,-14%,-5%,-29%[10 µM],5%,-4%
NNC(=O)COc1ccccc1F,14%,15%,-3%,-11%,-9%[10 µM],5%,10%
Cc1nc2ccc(S(=O)(=O)NC(C(=O)NCc3cccs3)C(C)C)cc2s1 (centres undefined),5%,9%,-14%,-12%,-2%,-11%,10%
O=C(Cn1c(SCC(=O)N2CCCc3ccccc32)nc2ccccc21)N1CCCC1,1%,0%,-4%,17%,-2%[10 µM],8%,-1%
O=C(NCc1ccccc1)Nc1cccn(Cc2ccccc2Cl)c1=O,-18%,0%,5%[46 µM],-11%[9.22 µM],-15%[10 µM],12%,-39%[inhibitor]
COc1cccc([C@@H]2Oc3ccc(Br)cc3C(=O)[C@H]2O)c1,-7%,3%,.,.,-86%[inhibitor],20%,?

# Two compounds from above, reduced to SMN2 splice enh:
SMILES | SMN2 splice enh
COc1cccc([C@@H]2Oc3ccc(Br)cc3C(=O)[C@H]2O)c1 | ?
CC1CCCCC1NC(=O)/C(C#N)=C/c1ccc(F)c(F)c1 (centres undefined) | -4%
